# GalR3 antagonist – blocks the human galanin receptor 3 | HEK293 GalR3-CNG cAMP membrane potential fluorescence; galR3 body fused to GalR1 C-terminus | inhibition, % at 3 µM | hit rate 0.44% among 360,000;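 active = inhibition above the screen-wide average plus 3 SD, cut at about 13% in these data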;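 also: forskolin and galanin both at EC90 stimulate the cells; cAMP rise reported by CNG channel membrane potential dye signal; 0% = forskolin plus galanin with DMSO and 100% = forskolin alone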
# Target sequence (O60755 1-299 limits assumed): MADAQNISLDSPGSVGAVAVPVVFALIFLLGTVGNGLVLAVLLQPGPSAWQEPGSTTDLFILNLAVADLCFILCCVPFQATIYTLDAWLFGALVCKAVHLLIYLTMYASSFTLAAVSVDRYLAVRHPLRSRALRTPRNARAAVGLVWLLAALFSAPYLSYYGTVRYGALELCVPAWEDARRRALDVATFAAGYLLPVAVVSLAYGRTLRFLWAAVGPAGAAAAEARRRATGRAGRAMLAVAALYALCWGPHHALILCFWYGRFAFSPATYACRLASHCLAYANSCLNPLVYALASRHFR
# IDE inh – cellular human IDE inhibition; AID 434962; inhibition, % at 5.59 µM; hit rate 0.41% among 320,000; HEK cells, FAbetaB cleavage, fluorescence polarization; P14735;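 active = percent inhibition above the average of all tested compounds plus 3 SD, set per screening campaign, cut at about 16% in these data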;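 also: IDE supplied by intact live HEK cells; FP after avidin binding of uncleaved biotin substrate so inhibition keeps polarization high; 0% = DMSO wells and 100% = 60 µM reference IDE inhibitor Ii1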
# VIM-2 inh – blocks Pseudomonas aeruginosa VIM-2 metallo-beta-lactamase; purified VIM-2, nitrocefin hydrolysis, epi-absorbance fluorescence; inhibition, % at 5.6 µM; hit rate 0.89% among 290,000; AID 1527;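 active = inhibition above the mean of all tested compounds plus 3 SD, cutoff set per screening run, cut at about 7.5% in these data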;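 also: red hydrolysis product quenches plate fluorescence so inhibitors raise well fluorescence; 0% = enzyme with DMSO and 100% = DMSO without enzyme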
# HCV NS3 hel inh – HCV NS3 helicase inhibition; NS3 helicase DNA unwinding, Cy5 molecular beacon fluorescence; inhibition, % at 10.9 µM; hit rate 0.56% among 290,000; AID 1800;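 active = inhibition above the mean of all tested compounds plus 3 SD, set per campaign, cut at about 35% in these data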;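 also: 0% = DMSO wells and 100% = thioflavine S control wells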
#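 Compound dosing – single dose, 10.9 µM nominal final, DMSO 0.8% final · System – NS3 helicase fragment of HCV · Buffer or medium – MOPS pH 6.5, MgCl2, DTT, Tween20, BSA · Signal – Cy5 beacon fluorescence read at start and 1 h · Also added – annealed dual-labelled DNA beacon duplex, ATP-started · Schedule – 1 h at 25 °C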
# IMP-1 inhibitor – blocks Pseudomonas aeruginosa IMP-1 metallo-beta-lactamase; hit rate 0.45% among 290,000; purified IMP-1, nitrocefin hydrolysis, epi-absorbance fluorescence; inhibition, % at 5.6 µM;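 active = inhibition above the mean plus 3 SD of all compounds in the same screening run, cut at about 4.5% in these data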;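 also: 0% = IMP-1 with DMSO and 100% = DMSO wells lacking enzyme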
#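 System: Purified recombinant IMP-1 metallo-beta-lactamase enzyme | Measured by: Fluorescence quenching readout, ex 480/em 530 nm | Replication: Singlicate | Incubation: 15 min preincubation plus 25 min reaction at 25 °C | Evaluation: Percent inhibition from optical density relative to buffer-blank wells | Benchmarks: DMSO with and without IMP-1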
# SUMO HTRF inh – inhibitors of human SUMOylation (UBC9); hit rate 0.36% among 290,000; P63279; HTRF SUMOylation assay, SAE1/SAE2 + UBC9, in vitro; inhibition, % at 35 µM; AID 2006; in the data active = inhibition above about 50%, passing the limit was not always enough; also: strong numbers were not always called active
# Target sequence (P63279 whole entry, looked up): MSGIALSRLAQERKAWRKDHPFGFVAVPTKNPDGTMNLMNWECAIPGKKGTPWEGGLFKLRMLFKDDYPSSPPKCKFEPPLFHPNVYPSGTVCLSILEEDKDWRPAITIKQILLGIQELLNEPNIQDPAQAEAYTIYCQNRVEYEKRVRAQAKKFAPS
# IDE act – boosts human insulin-degrading enzyme activity in HEK cells; P14735; FAbeta-B cleavage, fluorescence polarization; 0% vehicle, 100% cell-free pure enzyme wells; activation, % at 5.96 µM; hit rate 0.073% among 340,000; AID 493087;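 active = activation above the mean of all tested compounds plus 3 SD, set per screening campaign, cut at about 17% in these data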
# CRFBP-R2 block – CRF-BP/CRF-R2 complex antagonism. HEK293 CRF-R2/CRF-BP, CRF-induced calcium fluorescence. inhibition, % at 11.8 µM. hit rate 0.59% among 350,000;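 active = inhibition of the ligand-induced calcium signal above about 50% at the single tested concentration, limit read from the data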
# p-CIP stab down – p/CIP protein destabilization | Q05BA5 | F442A p/CIP-EGFP cells, EGFP fluorescence, 16 h | decrease of EGFP signal, % at 10 µM | hit rate 0.01% among 290,000 | AID 1984;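 active = EGFP signal decrease of at least 30% at 10 µM or well 3 SD below plate mean, unless failing retest; inactive = the rest, including hits failing retest or dose response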; also: some compounds called inactive have numbers as strong as hits; many of its hits are not listed in these tables
# Active calls of the source: *; · = not tested or not shown. Hits appear at their usual frequency; any-hit rate near 3.2%.
1. CC(=O)c1c(COC(=O)c2ccncc2)nc2ccccc2[n+]1[O-]
2. CC(CCc1ccccc1)NC(=O)c1ccccc1 (stereo unspecified)
3. COc1cc(C2NC(=O)NC(C)=C2C(=O)OC2CCCC(C)C2)cc(Br)c1O (stereo unspecified)
4. CN(CC(=O)Nc1ccc(F)cc1)C(=O)COc1ccc(C(=O)c2ccccc2)cc1
5. CCc1cccc(NC(=O)CCc2c(C)nn(-c3ccc(N4CCCCC4)nn3)c2C)c1
6. CC(C)OC(=O)CSc1nnc(CNc2ccc(Cl)cc2)n1C
7. CCOc1cc(NC(=O)c2ccccc2[N+](=O)[O-])c(OCC)cc1NC(=O)CC(C)C
8. Cc1ccc2cc(CCNC(=O)c3ccc(S(=O)(=O)N4CCOCC4)cc3)c(=O)[nH]c2c1C
entry no.	1	2	3	4	5	6	7	8
GalR3 antagonist	6	7	-8	3	-7	-5	0	-3
IDE inh	3	4	1	-3	-10	3	2	-3
VIM-2 inh	3.1	-3.7	-3.4	-2.5	-3.2	-2.3	-1.1	0.8
HCV NS3 hel inh	1	11	-27	1	-26	12	5	-10
IMP-1 inhibitor	-0.6	3.3	-5.0	-2.9	-1.2	-3.8	-3.8	0.1
SUMO HTRF inh	17	7	0	-4	4	9	-1	12
IDE act	2	-4	-1	-1	6	7	-1	-3
CRFBP-R2 block	-29	-1	-1	-34	8	-1	3	-9
p-CIP stab down	-2	-14	26	4	0	-1	-1	-6

9. Cn1nc(-c2ccc(C(=O)O)cc2)c2ccccc2c1=O
10. COc1ccc2cnn(-c3ccc(C)cc3)c(=O)c2c1OC
11. Cc1cc(S(=O)(=O)N2CCCC(N(C)CCc3ccccn3)C2)c(C)cc1Cl (stereo unspecified)
12. Cc1ccccc1CN1CCCOCCS1(=O)=O
13. C/C(=N/NC(=O)c1cc2ccccc2cc1O)c1ccco1
14. COc1ccc(-n2c(SC)nc(O)c(Cc3ccccc3)c2=O)cc1
15. Cc1cccc(N(Cc2ccccc2)C(=O)CN2C(=O)NC3(CCCCC3C)C2=O)c1 (stereo unspecified)
16. CCC(=O)/C=C1/Sc2ccccc2N1CC
entry no.	9	10	11	12	13	14	15	16
GalR3 antagonist	-4	-2	2	-3	-2	-8	-3	-5
IDE inh	8	2	1	-3	3	-1	6	0
VIM-2 inh	-1.4	2.9	0.7	2.5	-2.2	2.8	·	1.5
HCV NS3 hel inh	-1	14	-19	16	26	18	·	-4
IMP-1 inhibitor	2.0	1.3	0.3	-3.1	-6.4	3.0	·	-0.9
SUMO HTRF inh	20	9	-14	-5	-15	6	·	18
IDE act	-9	0	2	5	-6	3	5	-3
CRFBP-R2 block	-8	4	6	-6	-5	-6	1	-8
p-CIP stab down	-4	-6	2	8	-11	-7	·	-7

17. Cc1nc2ccccn2c1C(=O)Nc1ccc(Cl)cc1
18. O=C(Nc1ccccc1)c1ccn[nH]1
19. CC(C(=O)N1CCCc2ccccc21)N1CCN(S(=O)(=O)c2ccccc2F)CC1 (stereo unspecified)
20. O=C(Nc1ccc2c(c1)OCO2)c1cccc(Cl)c1
21. Cc1c(C(=O)c2ccc([N+](=O)[O-])cc2)c(=O)n(C)c(=O)n1C
22. c1coc(CN(Cc2cccs2)Cc2nnnn2C2CCCCC2)c1
23. Cn1cnnc1SCC(=O)Nc1ccc(N2CCOCC2)cc1
24. Cc1cc(-c2nnc(CCC(=O)N(C)C(C)c3cccs3)o2)no1 (stereo unspecified)
entry no.	17	18	19	20	21	22	23	24
GalR3 antagonist	-5	-2	3	-5	-1	-4	-4	-4
IDE inh	5	-3	2	-2	6	-1	0	1
VIM-2 inh	-2.4	-1.9	-1.8	-1.7	1.7	-3.6	-2.0	-1.9
HCV NS3 hel inh	3	-8	4	-2	0	-10	9	15
IMP-1 inhibitor	-1.2	-2.9	-3.0	-6.9	1.2	-1.5	-1.0	-1.6
SUMO HTRF inh	0	6	1	29	7	19	4	17
IDE act	0	6	0	-3	3	-4	6	-5
CRFBP-R2 block	-14	-7	7	-13	18	8	17	-1
p-CIP stab down	11	-4	-11	-4	-7	3	6	-10

25. Clc1ccc(-n2nnnc2-c2ccccc2)cc1Cl
26. CCN(CC)c1ccc2c(O)cc(=O)oc2c1
27. CCN(CC)S(=O)(=O)c1ccc2c(c1)N(CC(=O)NCCCN1CC(C)CC(C)C1)C(=O)CO2 (stereo unspecified)
28. COc1ccc(OCC(=O)Nc2ccc(N3CCN(C(=O)c4ccco4)CC3)cc2)cc1
29. CCOC(=O)c1c(C)[nH]c(C(=O)CSc2nnnn2-c2ccccc2)c1C
30. O=C(CCS(=O)(=O)c1ccc(Br)cc1)Nc1ccc(Br)cc1F
31. N#C/C(=C\C=C\c1ccccc1[N+](=O)[O-])C(=O)NC1CCCCC1
32. CCC(c1ccccc1)c1nc(-c2cccnc2)no1 (stereo unspecified)
entry no.	25	26	27	28	29	30	31	32
GalR3 antagonist	1	-3	-8	-5	-3	-2	·	-3
IDE inh	-4	8	12	1	5	-1	3	4
VIM-2 inh	-0.2	-2.5	-1.4	-3.0	-2.2	1.4	-1.1	1.0
HCV NS3 hel inh	3	21	10	6	-11	0	-2	-2
IMP-1 inhibitor	-3.7	-1.4	-1.1	-3.4	-3.5	-2.5	-1.7	-1.3
SUMO HTRF inh	-8	2	2	5	10	5	2	-6
IDE act	3	2	1	2	-1	4	1	-3
CRFBP-R2 block	-16	-2	7	0	7	-16	-20	27
p-CIP stab down	-2	9	-1	0	-17	-3	5	1

33. Cc1ccc(S(=O)(=O)N(C)C)cc1NC(=O)C(C)OC(=O)C1CCC1 (stereo unspecified)
34. Cc1cccc(C(=O)NC(C(=O)Nc2ccccc2N2CCOCC2)C(C)C)c1 (stereo unspecified)
35. COc1cnc(SC(C)C)[nH]c1=O
36. CC(C)C(=O)NNC(=O)c1ccccn1
37. COC(=O)C1=C(N)OC2=C(C(=O)CC(C)(C)C2)C1c1cccnc1 (stereo unspecified)
38. Cc1ccc(NC(=O)c2c(NC(=O)CCC(=O)O)sc3c2CCCCC3)cc1
39. CCNC(=S)Nc1cccc(S(=O)(=O)Nc2ccccc2OC)c1
40. O=C(CNC(=O)c1sc2ccccc2c1Cl)NCc1ccc(F)cc1
entry no.	33	34	35	36	37	38	39	40
GalR3 antagonist	-3	-4	-2	-3	0	-7	1	-3
IDE inh	2	2	0	3	-4	4	5	8
VIM-2 inh	·	-3.3	0.2	-1.8	-2.9	-2.0	-2.1	·
HCV NS3 hel inh	·	-2	2	-6	7	19	-9	·
IMP-1 inhibitor	·	-1.8	-1.6	-9.2	-2.2	-4.0	-0.6	·
SUMO HTRF inh	·	-20	-3	-4	12	9	17	·
IDE act	-2	4	0	-1	0	·	2	-9
CRFBP-R2 block	16	-23	-3	13	-2	-22	19	-3
p-CIP stab down	·	-7	8	7	7	-17	-15	·

41. COc1cc(/C=C/C(=O)OCC(=O)NC(=O)NC(C)C)cc(OC)c1OC
42. CCn1c(SCC(=O)Nc2nc(C)cs2)nnc1-c1ccoc1C
43. COc1ccc(C(=O)NCc2nnc(SCC(=O)NC3CCCC3)o2)cc1
44. CCN(C(=O)CSc1cccc[n+]1[O-])C1CCCCC1
45. CCOc1ccc(-c2cnc3ccccc3n2)cc1
46. CC1CN(C(=O)c2cc3ccccc3cc2O)CC(C)O1 (stereo unspecified)
47. O=C(NC1CCSc2ccccc21)c1cccc(Cl)c1 (stereo unspecified)
48. NC(=O)C1CCN(C(=O)OCc2ccccc2)CC1
entry no.	41	42	43	44	45	46	47	48
GalR3 antagonist	1	-1	-10	-4	-6	-2	-2	-2
IDE inh	2	1	15	1	-3	-1	-4	0
VIM-2 inh	-2.6	-1.8	-4.0	·	-0.9	·	-0.1	-5.0
HCV NS3 hel inh	0	1	6	·	1	·	1	8
IMP-1 inhibitor	-3.9	-2.4	-3.7	·	-3.1	·	-0.3	-1.6
SUMO HTRF inh	18	3	3	·	21	·	11	5
IDE act	3	7	5	1	1	1	4	0
CRFBP-R2 block	0	-1	-3	1	-3	9	9	41
p-CIP stab down	-2	3	11	·	-14	·	-28	-6

# Another view of six compounds above:
no. | Compound | GalR3 antagonist | IDE inh | VIM-2 inh | HCV NS3 hel inh | IMP-1 inhibitor | SUMO HTRF inh | IDE act | CRFBP-R2 block | p-CIP stab down
47 | O=C(NC1CCSc2ccccc21)c1cccc(Cl)c1 (stereo unspecified) | -2 | -4 | -0.1 | 1 | -0.3 | 11 | 4 | 9 | -28
46 | CC1CN(C(=O)c2cc3ccccc3cc2O)CC(C)O1 (stereo unspecified) | -2 | -1 | · | · | · | · | 1 | 9 | ·
41 | COc1cc(/C=C/C(=O)OCC(=O)NC(=O)NC(C)C)cc(OC)c1OC | 1 | 2 | -2.6 | 0 | -3.9 | 18 | 3 | 0 | -2
43 | COc1ccc(C(=O)NCc2nnc(SCC(=O)NC3CCCC3)o2)cc1 | -10 | 15 | -4.0 | 6 | -3.7 | 3 | 5 | -3 | 11
45 | CCOc1ccc(-c2cnc3ccccc3n2)cc1 | -6 | -3 | -0.9 | 1 | -3.1 | 21 | 1 | -3 | -14
44 | CCN(C(=O)CSc1cccc[n+]1[O-])C1CCCCC1 | -4 | 1 | · | · | · | · | 1 | 1 | ·

# Further compounds
49. COc1cc(OC)c(S(=O)(=O)NC(C)C)cc1C(=O)O
50. O=C(c1ccc([N+](=O)[O-])cc1)N1CCN(C2=NS(=O)(=O)c3ccccc32)CC1
51. COc1ccc(/C=C/c2c(-c3ccc(OC)cc3)oc3cccnc23)cc1
52. O=C(CCCCCNC(=O)c1ccccc1)N/N=C/c1ccccc1
53. CCCCn1c(-c2ccc(C(C)(C)C)cc2)nc2cc3[nH]c(=O)c(C(C)C)nc3cc21
54. Cc1ccc(-n2ncc3c(SCC(=O)Nc4cc(C)on4)ncnc32)c(C)c1
55. Cc1ccc(NS(=O)(=O)c2cccc(C(=O)n3ncc(C#N)c3N)c2)c(C)c1
56. COc1ccc(C2CC(c3ccccc3)=NN2C(=O)COC(=O)c2cnc(Cl)c(Cl)c2)cc1 (stereo unspecified)
entry no.	49	50	51	52	53	54	55	56
GalR3 antagonist	-2	-4	-2	-3	6	-1	-2	2
IDE inh	2	-2	0	-3	-1	6	6	-1
VIM-2 inh	-4.3	0.0	6.0	-4.5	-3.7	-1.0	-5.1	-3.6
HCV NS3 hel inh	2	5	21	-8	-6	-2	-3	-3
IMP-1 inhibitor	-3.0	-2.6	-1.5	-3.0	-4.5	-2.8	-2.4	-1.8
SUMO HTRF inh	6	17	19	-5	-9	6	-14	6
IDE act	-2	-3	-6	1	1	3	1	1
CRFBP-R2 block	-3	2	-11	17	-18	-20	-4	-7
p-CIP stab down	-2	5	7	-22	-8	-5	-11	1

# Screens: PubChem, several laboratories
